# Source: PubChem
# thrombin 1536: inhibitors of human thrombin. 220,000 tested, 0.26% active. inhibition, % at 5 µM. P00734. alpha-thrombin, Boc-VPR-AMC fluorogenic substrate cleavage;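 active = inhibition at or above 40%; inactive = inhibition below 40%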;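 also: 0% = enzyme with no compound and 100% = wells without enzyme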
#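 signal = AMC fluorescence, 355/460 nm | material = human alpha-thrombin enzyme | control set = enzyme without compound as high, wells lacking enzyme as low | times = reaction at room temperature | read-out basis = percent inhibition scaled between no-compound controls and no-enzyme blanks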
# KLK5 inh: kallikrein 5 (human) inhibition. Q9Y337. inhibition, % at 5 µM. 210,000 tested, 0.59% active. recombinant hK5, fluorogenic AMC substrate cleavage;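 active = inhibition of 40% or more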;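 also: 0% = enzyme controls without compound and 100% = no-enzyme blanks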
# Target sequence (Q9Y337 67-293 limits assumed): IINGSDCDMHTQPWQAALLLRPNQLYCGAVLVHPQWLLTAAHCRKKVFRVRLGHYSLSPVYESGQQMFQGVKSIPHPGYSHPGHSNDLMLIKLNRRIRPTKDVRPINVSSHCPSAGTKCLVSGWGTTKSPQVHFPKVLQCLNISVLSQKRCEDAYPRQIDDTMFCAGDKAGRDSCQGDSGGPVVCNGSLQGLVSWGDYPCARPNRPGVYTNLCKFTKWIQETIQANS
# FXIa inh 1536: blocks human coagulation factor XIa protease activity; 220,000 tested, 0.14% active; AID 798; inhibition, % at 5 µM; P03951; purified FXIa, Boc-Glu-Ala-Arg-AMC fluorogenic substrate;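 active = inhibition of at least 40%; inactive = inhibition below 40%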;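 also: fluorescence of freed AMC excited at 355 nm; 0% = enzyme without compound and 100% = no enzyme blank; many of its hits are not listed in these tables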
# Target sequence (P03951 19-387 limits assumed): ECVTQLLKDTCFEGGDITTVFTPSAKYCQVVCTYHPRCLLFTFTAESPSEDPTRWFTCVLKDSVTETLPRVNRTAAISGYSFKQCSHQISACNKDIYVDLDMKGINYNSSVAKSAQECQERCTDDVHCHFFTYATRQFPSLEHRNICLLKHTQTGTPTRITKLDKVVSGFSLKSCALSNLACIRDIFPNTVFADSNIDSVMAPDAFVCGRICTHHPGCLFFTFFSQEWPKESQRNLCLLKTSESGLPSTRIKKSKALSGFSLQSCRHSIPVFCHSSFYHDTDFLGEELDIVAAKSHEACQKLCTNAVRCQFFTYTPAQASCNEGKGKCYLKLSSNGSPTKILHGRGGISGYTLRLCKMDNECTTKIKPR
# Target sequence (P03951 388-625 limits assumed): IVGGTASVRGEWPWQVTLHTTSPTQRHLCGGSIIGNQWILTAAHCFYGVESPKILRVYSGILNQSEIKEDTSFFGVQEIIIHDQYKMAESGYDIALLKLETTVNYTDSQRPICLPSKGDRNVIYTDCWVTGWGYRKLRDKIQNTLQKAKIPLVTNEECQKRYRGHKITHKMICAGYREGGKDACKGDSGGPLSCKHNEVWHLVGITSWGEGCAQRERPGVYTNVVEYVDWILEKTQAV
# p97 ATPase inh: human p97 ATPase inhibition; P55072; recombinant p97 ATPase, Kinase-Glo ATP luminescence, 3 h; inhibition, % at 8 µM; 220,000 tested, 0.42% active; AID 1481; in the data active = inhibition above about 15%;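 also: 0% = DMSO vehicle and 100% = wells lacking enzyme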
# Wee1 degr inh: human Wee1 degradation inhibition, primary screen. 220,000 tested, 1.2% active. HeLa Luc-Wee1K328M stability, luciferase luminescence; 100% = proteasome inhibitor MG132 effect. reporter increase, % at 5 µM;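 active = activation above the mean of all tested compounds plus 3 SD, set per screening run, cut at about 8.8% in these data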;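 also: cells exposed to compound for 20 h before luminescence read; 0% = DMSO alone and 100% = MG132 at 30 µM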
# Furin inhibitor: inhibitors of human furin. 220,000 tested, 0.061% active. inhibition, % at 30 µM. purified furin, fluorogenic substrate cleavage; in the data active = inhibition above about 25%; also: inactives centre near -15
# FXIIa inh: inhibitors of human coagulation factor XIIa. inhibition, % at 5 µM. P00748. purified FXIIa, Boc-QGR-AMC fluorogenic substrate, 2 h. 220,000 tested, 0.3% active; in the data active = inhibition above about 40%;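 also: 0% = enzyme with no compound and 100% = blank without enzyme; many of its hits are not listed in these tables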
# PERK inhibitor: blocks human PERK kinase; Q9NZJ5; CHO PERK-DD fusion, SEAP luminescence translation reporter; inhibition, % at 5.6 µM; 220,000 tested, 0.17% active;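 active = inhibition above the mean inhibition of all tested compounds plus 3 SD, set separately per screening campaign, cut at about 2.9% in these data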;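 also: PERK kinase domain activated by AP20187 dimerizer at 100 nM; 0% = DMSO with dimerizer and 100% = rapamycin at 8.4 µM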
# Cl transport mod: modulators of human KCC2 chloride dependent transport. Q9H2X9. KCC2 cells, thallium flux FluoZin-2 fluorescence. 190,000 tested, 2.2% active. B-score of Tl+ flux slope (higher = more flux/activation; lower = inhibition) at 10 µM;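 active = thallium flux slope and its plate-corrected score both differing from the plate sample mean at a set confidence after two filtering rounds, in either direction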;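 also: slope of fluorescence scaled to starting intensity during 10 to 20 s after thallium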
# * hit, by the source's call; i = inactive; · = not tested or not shown; [ ] = remark or other dose.
SMILES,thrombin 1536,KLK5 inh,FXIa inh 1536,p97 ATPase inh,Wee1 degr inh,Furin inhibitor,FXIIa inh,PERK inhibitor,Cl transport mod
CCOC(=O)Cc1nnc(Nc2ccc(C)cc2C)c2ccccc12,-8,-15,3,1,0,0,5,-0.2,-0.39
CCOC(=O)N1CCN(C(=O)c2ccccc2CCc2ccccc2)CC1,-5,-14,3,-5,3,-15[20 µM],12,-1.0,-2.5
CC1(C)Cc2c(c(=S)nc(-c3ccccc3)n2Cc2cccnc2)CO1,-5,3,-10,1,3,-5,2,1.0,-0.54
COc1ccccc1CC(=O)O/N=C(\N)c1cccc([N+](=O)[O-])c1,0,-13,2,-2,-2,-19,18,0.7,-1.3
Cc1nc2ccccc2c2c1C(=O)N(C1CCCCCCC1)C2=O,-2,8,-6,-4,-2,-6[20 µM],-5,-0.2,-4.8*
CO/N=C/C(=N\Nc1cc(OC)cc(OC)c1)C(=O)c1ccccc1,-8,6,0,0,3,-11,6,0.7,0.59
COC(=O)Cn1c2ccc(F)cc2c2nc(C)sc21,-7,-16,9,1,-1,-19,3,1.5,0.11
Cc1ccc2c(c1)C1CN(C)CCC1N2C(=O)COc1ccc(N(C)S(=O)(=O)c2cccs2)cc1 (stereo not drawn),-3,-1,-2,6,1,-20,-4,-2.3,-1
CC(=O)Cc1nsc(NC(=O)c2cccs2)n1,-8,-2,-8,-4,0,-14[20 µM],-2,0.6,1.2
CNC(=O)c1nnn(Cc2ccccc2)c1NC(=O)C(F)(F)F,0,-9,2,-1,-1,-5,10,1.5,·
CCn1c(NCc2cccc(OC)c2OC)nc2ccccc21,-4,2,-5,-2,-1,-21[20 µM],1,-1.0,0.16
Cn1nc([N+](=O)[O-])nc1Sc1cccc2cccnc12,-6,-5,-6,-2,-3,6,-1,0.3,7.6*
CCOC(=O)c1cc2c(C(F)(F)F)cc(-c3cccnc3)nc2o1,-8,1,-7,6,-1,-13,8,2.0,-0.043
C/C(=N\Nc1nc2ccccc2[nH]1)c1cc2ccccc2o1,-7,-57,-4,1,1,-6,2,-0.9,0.53
Cc1ccc2cc(CN(CC3CCCO3)C(=S)NCc3ccco3)c(=O)[nH]c2c1 (stereo not drawn),-10,-1,-4,0,2,-6,-1,-0.8,-0.32
CN(Cc1ccccc1)S(=O)(=O)c1ccc(S(=O)(=O)N2CCN(CCC#N)CC2)cc1,·,·,·,-1,-2,-3,·,0.4,0.0057
O=C(C[n+]1ccc2ccccc2c1)c1ccccc1,-3,-1,2,5,2,-20,10,0.1,-0.33
O=C(NCC1CCCO1)c1ccc2c(=O)n(CC3CCCO3)c(=S)[nH]c2c1 (stereo not drawn),5,-11,2,2,2,-21[20 µM],17,0.4,·
O=C(c1ccc([N+](=O)[O-])cc1)N1CCN(Cc2ccccc2)CC1,5,-4,5,9,-2,-21,12,0.7,-0.092
CCCCCC(=O)OCCc1c(C)nc2nc[nH]n2c1=O,3,14,3,-2,-1,-3,3,0.5,-0.97
CSc1ccc(CN2CCCC(CNC(=O)c3ccc(F)cc3)C2)cc1 (stereo not drawn),1,15,8,0,3,-11,12,-0.7,·
CCc1cccc(C)c1NC(=O)COC(=O)C(NS(=O)(=O)c1ccc(Cl)cc1)C(C)O (stereo not drawn),2,-6,13,1,1,-13,19,0.2,1.2
CC(C)NC(=O)NC(=O)CSc1ncc(C(F)(F)F)cc1Cl,4,-13,4,7,-1,-18,7,0.2,-1.3
COc1cccc(/C=N/Nc2ccc(S(=O)(=O)O)cc2)c1O,3,-10,0,-2,18*,-5[20 µM],15,0.5,·
COc1ccc(Nc2c([N+](=O)[O-])ccc3c2=NC2(CCCCC2)N=3)cc1,-2,3,1,0,-1,-15,9,-0.1,·
CCC1CCCN1Cn1cnc2c([nH]c3ccc(Cl)cc32)c1=O (stereo not drawn),-2,-6,4,4,7,-27,9,-1.0,0.18
Cc1ccc(N2C(=O)CC(Sc3nc4ccccc4o3)C2=O)cc1Cl (stereo not drawn),1,-9,3,4,-2,-12[20 µM],14,1.0,-0.57
O=C(COc1ccc2ccccc2c1)N1c2ccccc2Sc2ccccc21,9,-28,-1,-10,3,-11[20 µM],7,-1.3,·
Cc1c(NC(=O)c2cnn3c(C(F)(F)F)cc(-c4ccco4)nc23)c(=O)n(-c2ccccc2)n1C,-6,2,-4,4,1,-13,5,-0.1,-0.66
CCCC(=O)N1CCCC(c2nc(-c3cccs3)no2)C1 (stereo not drawn),3,-6,5,2,1,-16[20 µM],14,-1.0,-0.048
O=C(CNC(=O)c1ccccc1F)NCCOc1cccc(Cl)c1Cl,3,-18,9,0,9,2,11,-0.3,-0.73
O=C(COC(=O)CCCSc1nc2ccccc2[nH]1)Nc1ccc(Cl)cc1,-9,-6,4,0,3,-22,-1,0.3,-2.1
O=[N+]([O-])c1cc(/C=N/O)ccc1Oc1cccc(Cl)c1,0,-1,-2,1,-1,-18,4,1.4,-1.4
CCOC(=O)CCCNC(=O)COC(=O)CCC(=O)c1ccc(F)cc1,-2,-26,-3,5,-1,-15,5,2.5,-0.057
Nc1ccc(-c2n[nH]c(=O)c3ccccc23)cc1N,1,0,3,4,-1,-11[20 µM],12,-0.7,0.12
Cc1ccc(C(=O)Nc2ccccc2C(=O)NC(Cc2ccccc2)C(=O)O)cc1 (stereo not drawn),4,-16,-3,3,-2,-5,1,-0.2,-0.35
OC(CNCc1ccc2c(c1)OCO2)COc1ccccc1 (stereo not drawn),-1,2,3,6,1,-25,9,0.1,0
CCCCOc1ccc(C(=O)NCCC(=O)NCCCC(=O)OCC)cc1,1,5,4,2,1,-20,8,-0.2,0.33
CCOc1ccc(Br)cc1S(=O)(=O)NC(=O)c1ccccc1,6,-3,1,2,3,-17,12,-0.5,i
COc1cc(C(=O)NC(=S)Nc2csc(-c3ccc(F)cc3)n2)cc(OC)c1OC,3,-3,1,1,3,-20,13,1.4,2.3
O=C(c1cccs1)N(Cc1ccco1)C1CCS(=O)(=O)C1 (stereo not drawn),1,-3,-3,3,0,-10,12,0.2,·
CCC(CC)NC(=O)c1cc(OC)c(OC)c(OC)c1,-3,18,-8,1,0,-17,8,0.1,0.29
Cc1ccc(N(CC(=O)NCc2ccc3c(c2)OCO3)S(C)(=O)=O)cc1,-4,-11,-6,-3,-2,15,10,-1.2,-0.17
O=C(COC(=O)c1nc(-c2ccccc2)n(-c2cccc(C(F)(F)F)c2)n1)NCc1cccs1,-2,-5,-7,3,3,-11,6,0.7,-0.76
CCOc1ccc(N2CC(C(=O)NCCC3=CCCCC3)CC2=O)cc1 (stereo not drawn),-11,1,1,0,0,-14,-3,0.2,·
CCOC(=O)c1ccc(NC(=O)CSc2nnnn2C2CCCCC2)cc1,8,10,4,-3,-2,-20[20 µM],10,-0.1,0.33
Cc1ccc(OCC(O)CN2C(=O)NC(C)(C)C2=O)c(C)c1 (stereo not drawn),4,-5,4,-2,-2,6,13,1.1,0.17
Cc1cc(Br)ccc1OCc1nc(-c2cccnc2)no1,3,5,-2,-1,-2,1[20 µM],1,1.6,·
CC12CN3CC(C)(CN(C1)C3c1ccc(Br)cc1)C2 (stereo not drawn),0,-1,5,2,-2,-5[20 µM],5,0.1,-0.35
Cn1c(=O)c2c(n(Cc3ccccc3)c1=O)NC(=O)C2CC(=O)N1CCc2ccccc2C1 (stereo not drawn),-7,-35,-3,2,0,-22,3,-0.3,-0.025

# Of the compounds above, these have bromine.
SMILES,thrombin 1536,KLK5 inh,FXIa inh 1536,p97 ATPase inh,Wee1 degr inh,Furin inhibitor,FXIIa inh,PERK inhibitor,Cl transport mod
CCOc1ccc(Br)cc1S(=O)(=O)NC(=O)c1ccccc1,6,-3,1,2,3,-17,12,-0.5,i
Cc1cc(Br)ccc1OCc1nc(-c2cccnc2)no1,3,5,-2,-1,-2,1[20 µM],1,1.6,·
CC12CN3CC(C)(CN(C1)C3c1ccc(Br)cc1)C2 (stereo not drawn),0,-1,5,2,-2,-5[20 µM],5,0.1,-0.35

# The list goes on.
SMILES,thrombin 1536,KLK5 inh,FXIa inh 1536,p97 ATPase inh,Wee1 degr inh,Furin inhibitor,FXIIa inh,PERK inhibitor,Cl transport mod
CC1=C(C(=O)OC2CCCCC2)C(c2cccs2)n2c(nc3ccccc32)N1 (stereo not drawn),1,-12,18,0,-2,-19,11,0.8,-0.32
CC(=O)N/N=C(\C)CCc1ccccc1,0,2,-2,2,-4,-23,8,0.4,0
CCn1c(SC)nnc1-c1nn(-c2ccccc2)ccc1=O,-1,-9,4,2,1,-10,9,2.3,0.018
Cc1ccc(NC(=S)Nc2ncccc2C)c(C)c1,1,1,-1,-3,12*,-23[20 µM],17,-0.4,·
CCc1ccc(NC(=O)CCNS(=O)(=O)c2cccc3nsnc23)cc1,-2,-7,4,-7,1,-17[20 µM],7,-0.9,-1.3
CCc1nnc(N2CCN(c3ncnc4c3oc3ccccc34)CC2)s1,0,-26,-13,-4,-2,-4[20 µM],3,-2.1,-0.17
O=C(NCC(F)(F)F)Nc1nnc(C(F)(F)F)s1,-7,-9,-6,3,3,-22,1,1.1,·
Oc1ccc(-c2nc3ccc4ccccc4c3c3c2CCC3)cc1O,-12,-1,-5,7,9.5*,-7,-2,0.8,2.7
COc1ccc(OC)c(/C=N/NC(=O)CCc2ccc(O)c(O)c2)c1,-10,-4,-6,7,0,-11,3,0.9,-0.4
C#CC(C)OC(=O)C(C)NC(=O)c1ccccc1 (stereo not drawn),0,-3,-1,·,·,-28,8,·,0.74
O=C(CC1SC(=O)N(c2ccccc2)C1=O)Nc1cccc2ccccc12 (stereo not drawn),-7,-1,-4,-3,0,-2,2,-0.4,1.1
COC(=O)COc1ccc(C2Nc3c(Cl)ccc(C(=O)O)c3C3C=CCC32)cc1 (stereo not drawn),0,1,-1,-2,0,-19,8,0.3,-0.54
CCOC(=O)C(NCCc1ccc(F)cc1)(NC(=O)CC)C(F)(F)F (stereo not drawn),-6,-10,5,4,1,-25,12,0.0,0.31
CCNC(=O)c1ccccc1-c1nc(-c2ccccc2OC)no1,-5,-4,-4,0,6,-19,-3,-0.8,1.2
Oc1c(C(c2cccs2)N2CCOCC2)sc2ncnn12 (stereo not drawn),-2,-21,2,1,-2,-25,12,0.6,·
Cc1cc(NC(=O)COc2ccccc2C)no1,-6,2,-1,3,2,-31,12,0.5,0.46
CC1(C)CC(=O)c2cc(C(=O)NC3CCSC3=O)c(=O)n(-c3ccccc3)c2C1 (stereo not drawn),5,-4,2,-5,-1,-8,10,-0.7,-0.36
COC(=O)CC1C(=O)NCCN1C(=S)NC(=O)C(c1ccccc1)c1ccccc1 (stereo not drawn),-13,-5,2,6,-1,-23,14,0.8,-0.41
O=C(Nc1ccc(N2CCOCC2)cc1)C1CC(O)CN1S(=O)(=O)c1ccc(Cl)cc1 (stereo not drawn),-1,-24,0,0,-3,-22,-6,1.2,0.19
COc1cc(OC)c(OC)cc1CN1CCN(S(=O)(=O)c2ccc(NC(C)=O)cc2)CC1,-6,-1,8,6,-3,-29,7,0.6,0.33
Cn1ncc(Br)c1C(=O)NC1C2CC3CC(C2)CC1C3 (stereo not drawn),-2,-15,14,1,-1,-18,22,-0.2,-0.8
O=C(NCc1ccc2c(c1)OCO2)C1CCCN1C(=O)Nc1ccccc1 (stereo not drawn),-5,-3,0,-1,0,-18[20 µM],3,0.2,·
COc1ccc(-c2nc(N)n[nH]2)cc1OC,3,7,2,-1,-1,5[20 µM],13,0.6,·
